High-throughput results: PubChem, several laboratories
KCC2 mod = KCC2 cotransporter modulators, thallium flux, primary screen, cell-based, HEK293 KCC2, FluoZin-2 fluorescence, MLSMR | Solute carrier family 12 member 5 (Homo sapiens), Q9H2X9 | KCC2 cells, thallium flux FluoZin-2 fluorescence | B-score of Tl+ flux slope (higher = more flux/activation; lower = inhibition) at 10 µM | 190,000 compounds, 2.2% hits | AID 1456, 2008;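 active = thallium flux slope and its plate-corrected score both differing from the plate sample mean at a set confidence after two filtering rounds, in either direction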;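 also: slope of fluorescence scaled to starting intensity during 10 to 20 s after thallium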
Thrombin inh = human alpha-thrombin inhibitors, primary screen, counter-screen for coagulation protease inhibitor project, biochemical, 1536-well, fluorogenic AMC substrate; AID 1046, 2008; inhibition, % at 5 µM; Boc-VPR-AMC fluorogenic substrate cleavage; 220,000 compounds, 0.26% hits;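 active = inhibition at or above 40%; inactive = inhibition below 40%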;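 also: 0% = enzyme with no compound and 100% = wells without enzyme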
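System: Human alpha-thrombin protein | Medium: pH 7.5 Tris (50 mM) with NaCl 150 mM, Tween 20 0.05% | Times: Enzyme reaction carried out at room temperature | Detection: AMC fluorescence, 355/460 nm | Evaluation: Percent inhibition scaled between no-compound controls and no-enzyme blanks | Benchmarks: Enzyme without compound as high, wells lacking enzyme as low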
eIF4E 4G PPI = eIF4E–eIF4G protein interaction inhibitors, primary screen, biochemical, uHTS, TR-FRET, eIF4GI fragment; 220,000 compounds, 0.37% hits; TR-FRET eIF4E-eIF4GI(517-606) binding, 2 h; Eukaryotic translation initiation factor 4E (Mus musculus) + Eukaryotic translation …; inhibition, % at 21.7 µM;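 also: 0% = full FRET control wells and 100% = background wells lacking eIF4GI fragment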
EBV gp42 inh = Epstein-Barr virus gp42 inhibitors, primary screen, biochemical, uHTS, fluorescence polarization; inhibition, % (tested at 21.74 µM); Glycoprotein 42 (Epstein-Barr virus (strain AG876)), Q1HVG2; 220,000 compounds, 0.42% hits; AID 1085, 2008; Fluorescence polarization binding assay, mP read-out; in the data active = inhibition above about 50%
Target sequence (Q1HVG2 whole entry, looked up): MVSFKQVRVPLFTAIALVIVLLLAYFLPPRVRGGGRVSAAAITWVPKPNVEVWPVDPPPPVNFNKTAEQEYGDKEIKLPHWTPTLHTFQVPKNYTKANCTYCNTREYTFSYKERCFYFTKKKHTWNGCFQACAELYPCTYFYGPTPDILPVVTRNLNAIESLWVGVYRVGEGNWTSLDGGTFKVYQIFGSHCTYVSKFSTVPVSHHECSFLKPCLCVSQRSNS
hK5 inh = human KLK5 protease inhibitors, primary screen, biochemical, 1536-well | AID 873, 2007 | inhibition, % at 5 µM | recombinant hK5, fluorogenic AMC substrate cleavage | Kallikrein-5 (Homo sapiens), Q9Y337 | 210,000 compounds, 0.59% hits;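 active = inhibition of 40% or more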;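 also: 0% = enzyme controls without compound and 100% = no-enzyme blanks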
Target sequence (Q9Y337 67-293 limits assumed): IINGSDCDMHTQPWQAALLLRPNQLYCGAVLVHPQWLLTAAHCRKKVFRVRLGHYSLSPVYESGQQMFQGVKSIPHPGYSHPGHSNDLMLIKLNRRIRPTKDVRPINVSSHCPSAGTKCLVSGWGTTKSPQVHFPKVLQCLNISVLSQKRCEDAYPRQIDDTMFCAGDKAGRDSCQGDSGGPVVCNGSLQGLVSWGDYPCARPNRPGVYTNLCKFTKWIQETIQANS
14-3-3 Bad PPI = inhibitors of 14-3-3 zeta/Bad binding, primary screen, biochemical, TR-FRET, bovine 14-3-3 zeta; TR-FRET 14-3-3zeta/Dy647-pBad peptide displacement, 1 h; 220,000 compounds, 0.71% hits; inhibition, % at 21.7 µM; AID 781, 2007; 14-3-3 protein zeta/delta (Bos taurus), P63103;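 active = inhibition above about 70%, limit read from the data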;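 also: 0% = full 14-3-3 plus peptide FRET controls and 100% = background without 14-3-3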
Target sequence (P63103 whole entry, looked up): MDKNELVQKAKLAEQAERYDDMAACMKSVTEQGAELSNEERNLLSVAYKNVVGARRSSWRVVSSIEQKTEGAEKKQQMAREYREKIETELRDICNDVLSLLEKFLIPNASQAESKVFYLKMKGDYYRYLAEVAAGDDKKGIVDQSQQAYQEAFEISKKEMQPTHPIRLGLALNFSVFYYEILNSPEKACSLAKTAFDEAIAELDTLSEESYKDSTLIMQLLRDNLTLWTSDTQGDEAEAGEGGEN
Rad51 HR inh = human RAD51 strand exchange inhibitors, primary screen, biochemical, fluorescence | DNA repair protein RAD51 homolog 1 (Homo sapiens), Q06609 | inhibition, % at 10 µM | 200,000 compounds, 0.085% hits | hRad51 DNA strand exchange, fluorescence dequenching;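 active = inhibition above 40% at the single screening dose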;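 also: 0% = DMSO control wells and 100% = blanks with heterologous ssDNA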
Target sequence (Q06609 whole entry, looked up): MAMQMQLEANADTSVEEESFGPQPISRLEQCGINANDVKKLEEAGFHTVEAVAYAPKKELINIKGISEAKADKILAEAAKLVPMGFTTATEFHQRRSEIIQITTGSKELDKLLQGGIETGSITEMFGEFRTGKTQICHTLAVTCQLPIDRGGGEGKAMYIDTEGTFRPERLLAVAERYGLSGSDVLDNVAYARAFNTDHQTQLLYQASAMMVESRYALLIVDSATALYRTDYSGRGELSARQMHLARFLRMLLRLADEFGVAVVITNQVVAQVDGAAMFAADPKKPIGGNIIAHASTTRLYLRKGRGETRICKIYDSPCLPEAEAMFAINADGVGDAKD
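Material: Human Rad51 nucleoprotein filaments preassembled on unlabelled ssDNA | Also added: Labelled 47-mer dsDNA for strand exchange | Dosing: Single dose, 10 µM final compound | Schedule: 30-min compound preincubation and 15-min exchange, both room temperature | Technique: Fluorescence dequenching at 485/520 nm | Measure: Percent inhibition relative to plate controls and blanks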
p47phox inh = p47phox/p22phox peptide binding inhibitors, primary screen, biochemical, uHTS, NADPH oxidase regulatory subunit; Neutrophil cytosol factor 1 (Homo sapiens), P14598; fluorescence polarization, 2 h; inhibition, % at 24.7 µM; 220,000 compounds, 0.53% hits; AID 1274, 2008;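 also: 0% = p47phox with labelled peptide and 100% = labelled peptide alone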
Furin inhibitor = human furin inhibitors, primary screen, biochemical, fluorescence intensity | 220,000 compounds, 0.061% hits | inhibition, % at 30 µM | purified furin, fluorogenic substrate cleavage | AID 463115, 2010; in the data active = inhibition above about 25%; also: inactives centre near -15
Numbers without * were called inactive; [ ] = remark or other dose.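 The calls were made as follows, unless noted: active = inhibition above about 30% (limit read from the data); inactive = the rest.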

Results for CCCCn1nnnc1SCC(=O)c1ccccc1F ?
KCC2 mod: -0.75; Thrombin inh: 2; eIF4E 4G PPI: 3; EBV gp42 inh: 3; hK5 inh: -3; 14-3-3 Bad PPI: -11; Rad51 HR inh: 5; p47phox inh: -2; Furin inhibitor: -19

What do the screens show for `CCN(CCO)C1CC(=O)N(c2ccccc2C)C1=O` (stereo unspecified)?
KCC2 mod: -0.59; Thrombin inh: 0; eIF4E 4G PPI: 5; EBV gp42 inh: -10; hK5 inh: 4; 14-3-3 Bad PPI: -12; Rad51 HR inh: -1; p47phox inh: -8; Furin inhibitor: -25[20 µM]

What do the screens show for `c1ccc(C2Oc3ccccc3C3CC(c4cccs4)=NN32)cc1` (stereo unspecified)?
KCC2 mod: 9.3*; Thrombin inh: 0; eIF4E 4G PPI: 2; EBV gp42 inh: -31; hK5 inh: -3; 14-3-3 Bad PPI: 1[fluorescence artefact?]; Rad51 HR inh: -10; p47phox inh: -69; Furin inhibitor: -12

How did COC(=O)c1ccccc1NC(=O)N1CCN(C(=O)c2ccco2)CC1 do in these assays?
KCC2 mod: -0.13; Thrombin inh: -2; eIF4E 4G PPI: -7; EBV gp42 inh: -4; hK5 inh: 1; 14-3-3 Bad PPI: -2; p47phox inh: -16; Furin inhibitor: -23

How did CCOC(=O)c1c(NC(=O)COc2ncnc3ccccc23)sc(C)c1C do in these assays?
KCC2 mod: -0.42; Thrombin inh: -7; eIF4E 4G PPI: 12; EBV gp42 inh: 3; hK5 inh: -4; 14-3-3 Bad PPI: -3; Rad51 HR inh: 3; p47phox inh: -6; Furin inhibitor: -11

How did COc1cc2c(cc1OC)-c1cc(Nc3ccc(N(C)C)cc3)nc(=O)n1CC2 do in these assays?
KCC2 mod: -1.7; Thrombin inh: 4; eIF4E 4G PPI: 11; EBV gp42 inh: -4; hK5 inh: -2; 14-3-3 Bad PPI: 4; Rad51 HR inh: 15; p47phox inh: -7; Furin inhibitor: 12

Results for O=C(CNC(=O)/C(=C\c1ccc(Br)cc1)NC(=O)c1ccccc1)OCc1ccccc1 ?
KCC2 mod: -6.1*; Thrombin inh: -10; eIF4E 4G PPI: 2[fluorescence artefact?]; EBV gp42 inh: 5; hK5 inh: -6; 14-3-3 Bad PPI: -4; Rad51 HR inh: -1; p47phox inh: -2; Furin inhibitor: -21

Results for O=C(C1CCCN(S(=O)(=O)c2ccccc2)C1)N1CCN(c2ncccn2)CC1 (stereo unspecified) ?
KCC2 mod: 0.65; Thrombin inh: -8; eIF4E 4G PPI: 5; EBV gp42 inh: -18; hK5 inh: -7; 14-3-3 Bad PPI: 11; Rad51 HR inh: -6; p47phox inh: -2; Furin inhibitor: -13[20 µM]

How did N#C/C(=C\c1ccco1)Sc1nc2ccccc2s1 do in these assays?
KCC2 mod: -0.5; Thrombin inh: -3; eIF4E 4G PPI: 2[fluorescence artefact?]; EBV gp42 inh: 2; hK5 inh: -2; 14-3-3 Bad PPI: 3[fluorescence artefact?]; Rad51 HR inh: -3; p47phox inh: -16; Furin inhibitor: -12[20 µM]

What do the screens show for `O=C(c1ccccn1)N1CCN(c2ccc(C(F)(F)F)cn2)CC1`?
KCC2 mod: 0.75; Thrombin inh: 4; eIF4E 4G PPI: -6; EBV gp42 inh: -7; hK5 inh: 3; 14-3-3 Bad PPI: -3[fluorescence artefact?]; Rad51 HR inh: -2; p47phox inh: -12; Furin inhibitor: -18[20 µM]

Results for Cc1ccccc1NC(=O)CCN1CCN(C/C=C/c2ccccc2)CC1 ?
Thrombin inh: -1; eIF4E 4G PPI: 1[fluorescence artefact?]; EBV gp42 inh: 0; hK5 inh: -1; 14-3-3 Bad PPI: 7; Rad51 HR inh: 1; p47phox inh: -6; Furin inhibitor: -24

What do the screens show for `CSc1nc2ccccc2n1C(=O)NC1CCCCC1`?
KCC2 mod: -1.7; Thrombin inh: 2; eIF4E 4G PPI: 3[fluorescence artefact?]; EBV gp42 inh: -1; hK5 inh: -1; 14-3-3 Bad PPI: -4; Rad51 HR inh: 2; p47phox inh: 0; Furin inhibitor: -17

Results for COc1cccc(-n2nnc3c(=O)n(CC(=O)NC4CCCC4)cnc32)c1 ?
Thrombin inh: 2; eIF4E 4G PPI: 0; EBV gp42 inh: -5; hK5 inh: 4; 14-3-3 Bad PPI: -4; Rad51 HR inh: -8; p47phox inh: -5; Furin inhibitor: -12

What do the screens show for `O=C(/C=C/c1ccco1)NC(=S)NNC(=O)c1ccco1`?
KCC2 mod: 0.51; Thrombin inh: 3; eIF4E 4G PPI: 2[fluorescence artefact?]; EBV gp42 inh: -16; hK5 inh: -68; 14-3-3 Bad PPI: 2[fluorescence artefact?]; Rad51 HR inh: 7; p47phox inh: -10; Furin inhibitor: -2[20 µM]

Results for O=C(NCc1ccccn1)c1ccc2c(=O)n(CCc3ccccc3)c(=O)[nH]c2c1 ?
KCC2 mod: 0.67; Thrombin inh: -8; eIF4E 4G PPI: 2; EBV gp42 inh: 7; hK5 inh: -9; 14-3-3 Bad PPI: -6; Rad51 HR inh: 3; p47phox inh: 3; Furin inhibitor: -18

What do the screens show for `O=C1CSC(c2ccccn2)N1c1cccc(Cl)c1` (stereo unspecified)?
KCC2 mod: -0.3; Thrombin inh: -2; eIF4E 4G PPI: -5; EBV gp42 inh: -16; hK5 inh: -9; 14-3-3 Bad PPI: -12; Rad51 HR inh: -1; p47phox inh: -7; Furin inhibitor: -6

Results for Cc1cc(-c2nn(-c3ccccc3F)cc2CN2CCC(O)CC2)c(C)s1 ?
KCC2 mod: 0.8; Thrombin inh: -1; eIF4E 4G PPI: 0; EBV gp42 inh: 5; 14-3-3 Bad PPI: 0; Rad51 HR inh: -1; p47phox inh: -8; Furin inhibitor: -32

What do the screens show for `CCOc1ccc(N(CC(=O)NCC2CCCO2)S(=O)(=O)c2ccc(SC)cc2)cc1` (stereo unspecified)?
Thrombin inh: 1; eIF4E 4G PPI: 3[fluorescence artefact?]; EBV gp42 inh: -3; hK5 inh: 5; 14-3-3 Bad PPI: 21[fluorescence artefact?]; Rad51 HR inh: -6; p47phox inh: -5; Furin inhibitor: -23[20 µM]

How did COc1cc(/C=C(/NC(=O)c2ccccc2)C(=O)Nc2ccccc2)c([N+](=O)[O-])cc1OC do in these assays?
KCC2 mod: -1.2; Thrombin inh: 0; eIF4E 4G PPI: 2; EBV gp42 inh: 4; hK5 inh: 1; 14-3-3 Bad PPI: -6; p47phox inh: -12; Furin inhibitor: -13[20 µM]

How did CC(=O)N=c1cccc(NC(C)=O)n1O do in these assays?
KCC2 mod: 0.053; Thrombin inh: 0; eIF4E 4G PPI: -7; EBV gp42 inh: -6; hK5 inh: -9; 14-3-3 Bad PPI: -15; Rad51 HR inh: 6; p47phox inh: -10; Furin inhibitor: -27

Results for COc1ccc(C(=O)N2CCN(C(C)=O)CC2)cc1S(=O)(=O)N1CCOCC1 ?
KCC2 mod: 0.41; Thrombin inh: -5; eIF4E 4G PPI: -3; EBV gp42 inh: -20; hK5 inh: -6; 14-3-3 Bad PPI: 4; Rad51 HR inh: 0; p47phox inh: -12; Furin inhibitor: -17

How did Cc1ccc(N2CC(C(=O)N3CCc4ccccc43)CC2=O)cc1 (stereo unspecified) do in these assays?
Thrombin inh: -4; eIF4E 4G PPI: 4; EBV gp42 inh: -4; hK5 inh: 1; 14-3-3 Bad PPI: -2; Rad51 HR inh: -5; p47phox inh: 4; Furin inhibitor: -23

What do the screens show for `Cc1cc(SCC(=O)c2ccccc2)n2ncc(-c3ccccc3)c2n1`?
KCC2 mod: 0.22; Thrombin inh: 10; eIF4E 4G PPI: -6; EBV gp42 inh: -2; hK5 inh: -4; 14-3-3 Bad PPI: -9; Rad51 HR inh: 21; p47phox inh: -5; Furin inhibitor: -10

Results for CS(=O)(=O)c1ccc(Cl)c(NC(=O)CSc2nc3ccccc3c(=O)n2CCCN2CCOCC2)c1 ?
KCC2 mod: 0.58; Thrombin inh: -1; eIF4E 4G PPI: 2; EBV gp42 inh: -14; hK5 inh: -9; 14-3-3 Bad PPI: 15; Rad51 HR inh: -13; p47phox inh: -3; Furin inhibitor: -11

Results for c1ccn2c(Cc3nnc4ccccn34)nnc2c1 ?
KCC2 mod: -0.31; Thrombin inh: 2; eIF4E 4G PPI: -1; EBV gp42 inh: -14; hK5 inh: -35; 14-3-3 Bad PPI: -10[fluorescence artefact?]; Rad51 HR inh: 4; p47phox inh: -1; Furin inhibitor: -20

What do the screens show for `O=c1oc2ccccc2nc1/C=C(O)/C=C/c1ccc(F)cc1`?
KCC2 mod: 0.17; Thrombin inh: -6; eIF4E 4G PPI: -7; EBV gp42 inh: -33; hK5 inh: -21; 14-3-3 Bad PPI: 1; Rad51 HR inh: -69; p47phox inh: -24; Furin inhibitor: -7

What do the screens show for `CCn1c(SCc2nc3ccccc3s2)nnc1-c1ccccc1`?
KCC2 mod: 0.21; Thrombin inh: 7; eIF4E 4G PPI: -7; EBV gp42 inh: -15; hK5 inh: 3; 14-3-3 Bad PPI: -8[fluorescence artefact?]; Rad51 HR inh: 0; p47phox inh: -12; Furin inhibitor: -13[20 µM]

How did O=C(Oc1cccc2ccccc12)c1ccco1 do in these assays?
KCC2 mod: -1.7; Thrombin inh: -11; eIF4E 4G PPI: 0; EBV gp42 inh: -7; hK5 inh: -11; 14-3-3 Bad PPI: -14; Rad51 HR inh: -1; p47phox inh: -13; Furin inhibitor: -33

Results for CCCn1c(N2CCN(Cc3ccc(Cl)cc3)CC2)nc2ccccc21 ?
KCC2 mod: -2.3; Thrombin inh: -10; eIF4E 4G PPI: 1; EBV gp42 inh: 8; hK5 inh: 1; 14-3-3 Bad PPI: 6; Rad51 HR inh: -4; p47phox inh: 3; Furin inhibitor: -13

Results for COC(=O)c1ccc(NS(=O)(=O)c2ccc(OC)cc2)cc1 ?
Thrombin inh: -1; eIF4E 4G PPI: 13; EBV gp42 inh: -11; hK5 inh: -11; 14-3-3 Bad PPI: -6; Rad51 HR inh: 3; p47phox inh: -12; Furin inhibitor: 0[20 µM]

What do the screens show for `COc1ccc(NC(=S)N2CCC(C(=O)c3ccc(F)cc3)CC2)c(OC)c1`?
KCC2 mod: 0.84; Thrombin inh: 4; eIF4E 4G PPI: -2; EBV gp42 inh: 10; hK5 inh: -6; 14-3-3 Bad PPI: 7; Rad51 HR inh: -2; p47phox inh: -4; Furin inhibitor: -9
